# DUSP3 inh = VHR1 (DUSP3) phosphatase inhibition | P51452 | recombinant VHR phosphatase, colorimetric substrate read-out | inhibition, % at 20 µM | 50,000 compounds, 0.7% hits; in the data active = inhibition above about 60%; also: some results filed as inactive read as strong as hits
# Target sequence (P51452 whole entry, looked up): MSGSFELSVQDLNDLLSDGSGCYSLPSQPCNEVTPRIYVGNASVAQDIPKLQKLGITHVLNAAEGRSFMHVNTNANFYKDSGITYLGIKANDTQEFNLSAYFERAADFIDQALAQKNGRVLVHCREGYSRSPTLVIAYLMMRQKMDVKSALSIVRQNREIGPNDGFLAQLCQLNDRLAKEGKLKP
# Active calls of the source: *. The list is partial; the hit share may differ from the screen's.
SMILES	DUSP3 inh
O=C(Nc1ccccc1)Nc1ccc(NC(=O)c2ccc(NC(=O)Nc3ccccc3)cc2)cc1	-18
O=C(CCC1CCCC1)Nc1nc(-c2ccc(F)cc2)cs1	44
CCc1ccccc1NC(=O)CN(c1ccc(OC)cc1)S(C)(=O)=O	-4
Cc1ccc(N2CC(C(=O)OCC(=O)c3ccc(Br)cc3)CC2=O)c(C)c1 (centres undefined)	-21
COc1cc(/C=N/NS(=O)(=O)c2ccc(C)cc2)ccc1OC(=O)Nc1ccccc1	6
COc1cc(C(=O)NCCc2ccc(Cl)cc2)cc(OC)c1OC	-15
COc1cc(CN2CCN(S(=O)(=O)c3ccccc3)CC2)cc(OC)c1OC	5
N#Cc1c(-c2ccc(Cl)cc2)nc2n(c1=O)CCS2	17
CCCCOc1ccc2c3c(cccc13)C(=O)c1ccccc1-2	1
COc1ccc(S(=O)(=O)N(CC(N)=O)Cc2ccccc2)cc1	2
Cc1ccc(-c2nc3ccccc3s2)cc1NC(=O)c1cccc([N+](=O)[O-])c1	-2
CCOC(=O)c1sc2nc3n(c(=O)c2c1C)CCC3	-9
CCC(=S)/C=C1\Sc2ccc(OC)cc2N1CCCS(=O)(=O)O	45
C(=N\Nc1nn[nH]n1)/c1ccc(OCc2ccccc2)cc1	-5
COc1cccc(OCCNC(=O)c2cc(OC)c(OC)c(OC)c2)c1	-13
Cc1cccc(C(=O)Nc2sc3c(c2C(=O)N2CCN(C)CC2)CCC3)c1	-18
COc1ccc(N2C(=O)/C(=C/c3ccc(OC)c(OC)c3)SC2=S)cc1	-6
O=C(NNC(=O)C(c1ccccc1)c1ccccc1)c1ccccc1Cl	5
COc1cccc(N=C2c3ccc([N+](=O)[O-])cc3C(=O)C2C(C)=O)c1 (centres undefined)	-12
CC(C)OC(=O)c1c(NC(=O)C2CC=CCC2C(=O)O)sc2c1CCCC2 (centres undefined)	-8
CCc1ccc(N2C(=O)NC(=O)/C(=C\c3ccc(OCC(=O)O)c(OC)c3)C2=O)cc1	-23
Cc1ccc(S(=O)(=O)N/N=C/c2cccc(OS(=O)(=O)c3ccc(C)cc3)c2)cc1	-22
Cc1cc(=O)[nH]c(-n2nc(C)c(Oc3ccccc3O)c2C)n1	7
COc1ccc(C(NC(=O)Cc2ccccc2)NC(=O)Cc2ccccc2)cc1OC	19
CCOC(=O)COc1c(Br)cc(/C=N/NC(=O)Nc2ccccc2)cc1OC	-2
O=C1C=CC(=O)N1c1ccc(Br)cc1[N+](=O)[O-]	15
COc1ccc(N2C(=O)c3ccccc3C2(O)c2ncc[nH]2)cc1 (centres undefined)	-26
COc1ccc(N2C(=O)CC(NCCc3ccc(OC)c(OC)c3)C2=O)cc1 (centres undefined)	-29
Cc1cc(Br)ccc1NCc1ccccn1	12
O=C(CSc1cccc2cccnc12)N1CCCCC1	-3
Cc1cccc(NC(=O)CSc2nc3ccc([N+](=O)[O-])cc3s2)c1C	-11
CCOC(=O)c1c(-c2ccccc2)csc1NC(=O)c1ccc(C)cc1	-16
CCOc1ccc(C(=O)Nc2sc3c(c2C(N)=O)CCCC3)cc1	8
COc1ccccc1Cc1noc(-c2ccc([N+](=O)[O-])cc2)n1	-11
CC(=O)Nc1ccc(Sc2ccc(NC(C)=O)cc2)cc1	1
O=C1C(=O)N(c2ccccn2)C(c2cccnc2)/C1=C(/O)c1ccc(Br)cc1 (centres undefined)	2
CCOC(=O)c1ccc(-c2ccc(C(=O)Nc3cccnc3)o2)cc1	-9
Cc1ccc(OCCSc2nnnn2-c2ccccc2)cc1	-18
Cc1ccc(/C=C2\C(=O)NC(=O)N(c3cccc(Br)c3)C2=O)cc1	10
O=C(NC(=S)Nc1ccc2oc(-c3cccc(I)c3)nc2c1)c1ccco1	-23
NS(=O)(=O)c1cccc(NC(=O)c2ccccc2I)c1	15
CC(CC(=O)Nc1ccc(Cl)cc1)c1ccccc1 (centres undefined)	-14
O=C(NC(=S)N1CCOCC1)c1ccccc1	-27
COc1ccc(C(N)=O)cc1NC(=O)COc1ccc(F)cc1	5
CCOC(=O)c1c(NC(=S)NC(=O)/C=C/c2ccco2)sc(C)c1C	-22
CCOC(=O)c1oc2cc(-c3ccccc3)cc(O)c2c1C	6
O=C(NCc1ccc2c(c1)OCO2)C(c1ccccc1)c1ccccc1	12
COc1cccc(NC2=C(Cl)C(=O)N(Cc3ccccc3)C2=O)c1	2
O=C(O)CN1C(=O)/C(=C\c2cc(Cc3ccccc3)cc([N+](=O)[O-])c2O)SC1=S	16
COC(=O)c1cc(C(=O)N2CCN(c3ccccc3)CC2)cc([N+](=O)[O-])c1	-52

# An excerpt from above in order of formula weight, lowest first.
SMILES	DUSP3 inh
O=C(NC(=S)N1CCOCC1)c1ccccc1	-27
O=C(NCc1ccc2c(c1)OCO2)C(c1ccccc1)c1ccccc1	12
O=C(O)CN1C(=O)/C(=C\c2cc(Cc3ccccc3)cc([N+](=O)[O-])c2O)SC1=S	16

# (continued)
SMILES	DUSP3 inh
Clc1cccc(/C=N/N=C/c2cccc(Cl)c2Cl)c1Cl	-3
O=C(Nc1ccccc1)Nc1cccc2cccnc12	-8
CCCOC(=O)c1ccc(NC(=O)c2ccc(C)c([N+](=O)[O-])c2)cc1	-19
c1ccc(-c2nc(NC3CCCCC3)c3ccccc3n2)cc1	-11
O=C(COc1ccccc1Cl)NNC(=O)c1ccccn1	2
COc1ccccc1OCC(=O)NC1CC(C)(C)NC(C)(C)C1	-30
CC(C)OC(=O)c1c(NC(=O)c2ccc(Cl)cc2[N+](=O)[O-])sc2c1CCCCC2	-4
COc1cccc(/C=C2\C(=O)N(c3ccc(S(N)(=O)=O)cc3)N=C2C)c1	-9
Cc1ccc([N+](=O)[O-])cc1-c1ccc(/C=C2\C(=O)NC(=O)N(c3ccc(Cl)cc3)C2=O)o1	-30
COC(=O)c1ccc(NC(=O)COc2ccc(C)cc2C)cc1	73
CC(=O)Nc1ccc(NS(=O)(=O)c2ccc3ncccc3c2)cc1	-4
Cc1ccn(-c2cc(O)c(-n3ccc(C)n3)cc2O)n1	8
COC(=O)c1ccccc1NC(=O)c1cnn2c(C(F)(F)F)cc(-c3ccc(OC)c(OC)c3)nc12	-28
Cc1cc(C)cc(OCCCCCCn2ccnc2)c1	-6
CCOc1ccccc1NC(=O)c1c(NC(=O)COc2ccccc2)sc2c1CCC2	8
COc1ccccc1CNCc1cccc(Oc2ccccc2)c1	11
COc1cc(/C=N\n2c(C)nnc2C)cc(Br)c1O	-7
O=C(Nc1ccccc1Cl)c1ccc2ccccc2n1	8
COc1ccc(Cl)cc1N(CC(=O)NCCCC(C)(C)C1OCCO1)S(=O)(=O)c1ccc(C)c([N+](=O)[O-])c1	-10
COc1ccc(CC(=O)NCc2ccc(F)cc2)cc1OC	-28
CC(=O)c1ccc(NC(=S)NC(NC(=O)N(C)C)C(Cl)(Cl)Cl)cc1 (centres undefined)	9
CCc1ccc2oc(-c3ccc(C)c(NS(=O)(=O)c4ccccc4)c3)nc2c1	-2
C/C(=N/N1CCN(Cc2ccccc2)CC1)c1ccc(Br)cc1	-5
CCN(CC)CN1C(=O)C(=O)/C(=C(\O)c2ccc(Cl)cc2)C1c1ccccc1F (centres undefined)	-5
Cc1ccc2nc(Nc3nc4ccccc4c(=O)[nH]3)nc(C)c2c1	-26
COc1ccc(C(=O)N2CCN(C3C4CC5CC(C4)CC3C5)CC2)cc1 (centres undefined)	11
COc1ccc(Nc2nnc(-c3ccc(C(=O)NCCO)cc3)c3ccccc23)cc1	-2
COc1ccc(-c2nnc(-c3ccc(Br)o3)o2)cc1	6
CN1C(=O)c2ccc(NCCN3C(=O)c4ccccc4C3=O)cc2C1=O	15
O=C(Nc1cccc(O)c1)c1ccc2c(c1)C(=O)N(c1ccccn1)C2=O	6
Cc1cc(OCCN2CCOCC2)ccc1Cl	1
COc1ccc2c(c1OC)C(=O)OC2CC(=O)c1ccc(O)c(I)c1 (centres undefined)	8
COC(=O)c1ccc(NS(=O)(=O)c2ccc(C)cc2)cc1	13
COC(=O)c1ccccc1NC(=O)CN(c1ccc(Cl)cc1)S(C)(=O)=O	-10
O=C(O)CCCN1C(=O)/C(=C/c2c(F)cccc2Cl)SC1=S	6
COc1cccc(/C=N/NC(=O)c2cnccn2)c1O	-27
Cc1n[nH]c(C)c1Sc1ccccc1N=Cc1ccc(C(=O)O)cc1	-14
CS(=O)(=O)N1CCN(c2ccc([N+](=O)[O-])c3cccnc23)CC1	0
CCOc1ccc(-c2nc3nc(C)c(Br)cc3[nH]2)cc1	-4
O=C(c1ccc([N+](=O)[O-])cc1)N1CCN(C2CCN(Cc3ccccc3)CC2)CC1	-3
COc1ccc(Cl)cc1N(S(=O)(=O)c1ccc(NC(C)=O)cc1)S(=O)(=O)c1ccc(NC(C)=O)cc1	-3
Cc1ccccc1-n1c(O)c(C=Nc2ccccc2F)c(=O)[nH]c1=O	-8
O=C1C2ON(c3ccccc3)C(c3cccc([N+](=O)[O-])c3)C2C(=O)N1Cc1ccccc1 (centres undefined)	-11
Cn1ccc(C(=O)OCC(=O)c2ccccc2)n1	-13
O=C1Oc2ccccc2C(=O)/C1=C/c1ccccc1O	-29
Cc1c(NC(=O)Nc2cccc(Cl)c2)c(=O)n(-c2ccccc2)n1C	-38
Nc1nonc1C(=O)NCCNC(=O)CCc1ccccc1	-21
COc1ccc(CCNC(=O)C(=O)NCc2cccnc2)cc1	2
Oc1ccccc1/C=N/Nc1cc(N2CCOCC2)nc(N2CCOCC2)n1	10
COc1ccc(C(=O)Nc2cc3nn(-c4ccc(OC)cc4)nc3cc2C)cc1	-6

# Entries shown so far that contain a COOH group:
SMILES	DUSP3 inh
CC(C)OC(=O)c1c(NC(=O)C2CC=CCC2C(=O)O)sc2c1CCCC2 (centres undefined)	-8
CCc1ccc(N2C(=O)NC(=O)/C(=C\c3ccc(OCC(=O)O)c(OC)c3)C2=O)cc1	-23
O=C(O)CN1C(=O)/C(=C\c2cc(Cc3ccccc3)cc([N+](=O)[O-])c2O)SC1=S	16
O=C(O)CCCN1C(=O)/C(=C/c2c(F)cccc2Cl)SC1=S	6
Cc1n[nH]c(C)c1Sc1ccccc1N=Cc1ccc(C(=O)O)cc1	-14

# The main list resumes with the two entries that preceded the break.
SMILES	DUSP3 inh
Oc1ccccc1/C=N/Nc1cc(N2CCOCC2)nc(N2CCOCC2)n1	10
COc1ccc(C(=O)Nc2cc3nn(-c4ccc(OC)cc4)nc3cc2C)cc1	-6
O=C(O)CSc1ccc(C(F)(F)F)cc1	-9
O=c1[nH]cnc2c1nnn2Cc1ccccc1	-15
O=C1C/C(=C/NCCc2ccc(O)cc2)C(=O)N1	-2
Cc1cccc(C(=O)N2CCN(c3ccccc3)CC2)c1	-22
CCOC(=O)C1=C(C)N=c2s/c(=C\c3cc(Cl)c(O)c(OC)c3)c(=O)n2C1c1ccccc1 (centres undefined)	-15
Cc1c(-c2ccc(Cl)s2)nc2ccccc2c1C(=O)O	15
COc1cccc(N2C(=O)CC(N3CCC(C)CC3)C2=O)c1 (centres undefined)	-5
CCOC(=O)CSc1nc2sc3c(c2c(=O)[nH]1)CCCC3	3
O=C(O)c1cnn2c1NC(c1ccc(F)cc1)CC2C(F)(F)F (centres undefined)	0
O=C(NCCN1CCOCC1)c1cc(-c2cccs2)nc2ccccc12	-3
CCCC1=NN(C(=O)c2cccc(Cl)c2)C(O)(C(F)(F)F)C1 (centres undefined)	-5

# Screens (PubChem)
